High-throughput results from PubChem BioAssay.
S3 lipid droplet: qHTS Assay for Lipid Storage Modulators in Drosophila S3 Cells; AID 2685; hit rate 0.64% among 320,000; Drosophila S3 cells, BODIPY lipid droplet fluorescence, 18-24 h; cells fed with added oleic acid; lipid storage change, negative = inhibition, % at the top dose, mostly 46.1 µM; hits show Potency in µM; active means well fitted inhibition curve with a large enough effect in the signal ratio, with a control signal flat, not every such curve was filed as active; inconclusive means small, poorly fitted or top-dose-only effect, or effect the other way, or a change in a side signal; the % refers to the signal ratio
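Drosophila S3 cells got compounds at several concentrations plus oleic acid (400 uM solution). Laser-scanning cytometry with 488 nm excitation read lipid droplets at 500-530 nm and cells at 575-640 nm. Percent activity was relative to 20 uM Triacsin C.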
S3 lipid droplet cell count max: further read-out of S3 lipid droplet, marked with its call; cell number change, %; measured here: cell count max response;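 cells counted by Cell Tracker Red CMTPX staining in the red channel; peak over a dose series mostly up to 46.1 µM; percent activity relative to internal control wells on each plate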
Active calls of the source: *; i = inactive; ? = inconclusive; . = no result given; [ ] = another dose, or the depositor's remark. On the % scale 0 is the no-effect control and ±100 the full control effect; potency means the concentration at half of the fitted maximal effect. An excerpt; count on the stated rates, not on these rows.

SMILES | S3 lipid droplet | S3 lipid droplet cell count max
CC1CC(=O)C2=C(C1)Nc1ccccc1SC2c1ccc(F)cc1 (stereo not given) | ? | .
N#C/C(=C\c1ccccc1O)C(=O)Nc1cccnc1 | 5% | 13
C/C(=N\Nc1cccc(C(=O)O)c1)c1ccc2c(c1)Nc1ccccc1S2 | 13% | 10
N#Cc1cc2c([nH]c1=S)CCCC2 | -5% | -2
CC(NC(=O)/C(=C/c1ccc(OC(F)F)cc1)c1ccccc1)c1ccccc1 (stereo not given) | ? | .
O=S(=O)(CCN1CCOCC1)c1ccccc1 | -9% | -18
COc1cc(OC)c(NC(=O)CN(C)S(=O)(=O)c2ccc(-c3ccc(=O)[nH]n3)s2)cc1Cl | -13% | .
CC(C)c1ccc(NC(=O)Cn2nnc(C(=O)NCc3ccco3)c2N)cc1 | i | 22
CS(=O)(=O)c1ccc(Cl)c(NC(=O)C2CC(=O)N(c3ccc4c(c3)OCCO4)C2)c1 (stereo not given) | i | 24
CCOC(=O)N1CCN(C(=O)c2cc(S(=O)(=O)N3CCc4ccccc43)ccc2OC)CC1 | ? | .
C=CCNc1nc(NCc2ccco2)nc(OCC)n1 | i | 11
COc1ccc(N2CCN(Cc3cc(=O)oc4cc5c(cc34)CCCC5)CC2)cc1 | 7% | 3
CCN(CC(=O)Nc1ccccc1-c1ccccc1)Cc1nc2ccccc2c(=O)[nH]1 | ? | .
Cc1cc(S(=O)(=O)N2CCCC2)ccc1OCC(=O)Nc1ccccc1 | ? | .
COc1ccc(O)c(C(=O)c2cnc3onc(C(C)C)c3c2)c1 | ? | .

Compounds from the list above with a carbonyl joined to an NH by a bond outside any ring, in the order listed:
SMILES | S3 lipid droplet | S3 lipid droplet cell count max
N#C/C(=C\c1ccccc1O)C(=O)Nc1cccnc1 | 5% | 13
CC(NC(=O)/C(=C/c1ccc(OC(F)F)cc1)c1ccccc1)c1ccccc1 (stereo not given) | ? | .
COc1cc(OC)c(NC(=O)CN(C)S(=O)(=O)c2ccc(-c3ccc(=O)[nH]n3)s2)cc1Cl | -13% | .
CC(C)c1ccc(NC(=O)Cn2nnc(C(=O)NCc3ccco3)c2N)cc1 | i | 22
CS(=O)(=O)c1ccc(Cl)c(NC(=O)C2CC(=O)N(c3ccc4c(c3)OCCO4)C2)c1 (stereo not given) | i | 24
CCN(CC(=O)Nc1ccccc1-c1ccccc1)Cc1nc2ccccc2c(=O)[nH]1 | ? | .
Cc1cc(S(=O)(=O)N2CCCC2)ccc1OCC(=O)Nc1ccccc1 | ? | .

(cont.)
SMILES | S3 lipid droplet | S3 lipid droplet cell count max
CCCCCCOC(=O)C(C#N)c1nc2ccccc2nc1N1CCOCC1 (stereo not given) | ? | .
COc1cccc(C(=O)NC2CCN(CC(=O)NCc3ccccc3F)CC2)c1 | 7% | -18
O=[N+]([O-])c1cccnc1NCCc1ccccc1 | 10% | -1
CC1CCN(C(=O)CC2C(=O)Nc3c2c(=O)n(C)c(=O)n3Cc2ccccc2)CC1 (stereo not given) | ? | .
Nc1c(C(=O)NCCc2ccccc2)sc2nc(N3CCOCC3)c3c(c12)CCCC3 | ? | .
COc1ccc(-c2nc3c4c(ncn3n2)-c2ccccc2CC42CCCC2)cc1 | ? | .
O=C(O)c1ccc(S(=O)(=O)N2CCC(n3nnc4cc(C(F)(F)F)ccc43)CC2)cc1 | ? | .
COc1ccc(C(=O)NC(=S)NCc2ccccc2)cc1 | ? | .
Cc1ccc(C)c(NC(=O)c2cc3ccccn3n2)c1 | ? | .
Cc1ccc(NC(C(N)=O)c2c(C)[nH]c(=O)[nH]c2=O)cc1 (stereo not given) | ? | .
CCn1c(=S)sc2c(=O)n(CC(=O)NC(C)CCc3ccccc3)c(C)nc21 (stereo not given) | ? | .
COC(=O)[C@H](Cc1ccccc1)NC(=O)O[C@@H]1C(=O)c2cc(Br)ccc2O[C@H]1c1cccc(OC)c1 | 30% | 8
O=C(Nc1nc(-c2ccccn2)cs1)c1ccc(-c2ccccc2F)o1 | ? | .
O=C(Nc1ccon1)c1ccc(F)c(S(=O)(=O)N2CCCCC2)c1 | -3% | 23
CSc1ccccc1OCc1cc(C(=O)N(C)C(C)c2nc(C)cs2)no1 (stereo not given) | ? | .
O=C1C=C(c2ccc(OC(F)(F)F)cc2)C[C@@H](c2ccc(Cl)cc2)C1 | ? | .
Cc1nnc2sc(SCc3cccc(Cl)c3)nn2c1=O | ? | .
O=C(NC1CC1)C1=C[C@H](c2c[nH]c3ccccc23)C[C@H](OCc2ccc(CO)cc2)O1 | -19% | -7
COc1ccc(-c2cn(CCC(=O)NCc3ccc(C)cc3)c(CCN)n2)cc1 | -8% | -14
CC1=C/C(=N\NC(=S)NCc2ccccc2)CC1 | 8% | 8
O=C(CSc1nc2ccc(Cl)cc2[nH]1)NC1CCCC1 | 18% | 14
COCCNC(=O)C(c1ccc(F)cc1)N(CCOC)C(=O)CCC(=O)Nc1nccs1 (stereo not given) | ? | .
CN(c1ccccc1C(=O)NC1CC2CCC1C2)S(=O)(=O)c1ccccc1 (stereo not given) | ? | .
Cc1ccc(NC(=O)CCN2CCC(Cc3ccccc3)CC2)cc1 | ? | .
Cn1c(CN2CCN(C(=O)c3ccccc3Cl)CC2)nc2cc([N+](=O)[O-])ccc21 | ? | .
COC(=O)c1ccc(C2C(C(=O)Nc3ccc(C)cc3C)=C(C)Nc3ncnn32)cc1 (stereo not given) | ? | .
COc1ccc2cc(C(c3nnnn3C3CCCC3)N3CCc4ccccc4C3)c(=O)[nH]c2c1 (stereo not given) | ? | .
CN(C)CCn1c2c(c(SCC(=O)Nc3ccc4c(c3)OCCO4)nc1=O)CCC2 | i | 50
CS(=O)(=O)N1CCC(C(=O)Nc2ccccc2Cl)CC1 | ? | .
COc1c(Br)cc(Br)cc1C(=O)O | 21µM* | -15*
C/C(=C\C(=O)O)CC(=O)O | ? | .
C=CCn1c(N)c(C(=O)N2CCOCC2)sc1=S | 15% | 3
CCOCC(=O)Nc1c(C(=O)N2CCN(c3ncccn3)CC2)oc2ccccc12 | i | -7
COc1ccccc1CCc1nnc(CCC(=O)N(C)Cc2ccncc2C)o1 | 15% | 9
CC1=C(C(=O)N2CCOCC2)C(c2ccccc2F)NC(=O)N1 (stereo not given) | ? | .
C/C(Cc1ccccc1)=N\NC(=O)CNC(=O)c1ccccc1Cl | 0% | -11
COc1ccc(CCn2c(C)cc(C(=O)CCl)c2C)cc1OC | 16% | 14
Cc1ccc(S(=O)(=O)N2CCCCC2)cc1NC(=O)Cc1c[nH]c2ccccc12 | ? | .
COc1ccc(NS(=O)(=O)c2cc(NC(=O)c3nn(C)c(=O)c4ccccc34)ccc2OC)cc1 | ? | .
CC(C)CNS(=O)(=O)c1ccc(CCC(=O)N2CCN(c3ccccc3)CC2)cc1 | ? | .
CCN(CC(=O)NCc1cccs1)C(=O)COc1ccccc1C#N | -4% | -4
CC(C)(C)NC(=O)CN(Cc1ccc(F)cc1)C(=O)Cn1nnc(-c2ccc(F)cc2)n1 | ? | .
O=C(NC1CCCCC1)C1(S(=O)(=O)c2ccc(Cl)cc2)CC1 | ? | .
COC(=O)c1c(NC(=O)C(C)(C)C)csc1C | 5% | 9
CN(CC(=O)Nc1ccc(Cl)cc1)S(=O)(=O)c1cccc2cccnc12 | ? | .
O=C(O)/C(=C\c1cn(-c2ccccc2)nc1-c1ccc(Cl)cc1)NC(=O)c1ccccc1 | 5% | 7
CCOCC(O)CS(=O)(=O)c1ccccn1 (stereo not given) | ? | .
Cc1cc(Cl)c(S(=O)(=O)N2CCN(c3cccc(C)c3C)CC2)cc1OCC(N)=O | -8% | -17
COCCCNC(=S)N1CCN(S(C)(=O)=O)CC1 | -8% | .
FC(F)(F)c1ccc(NCc2ccccn2)nc1 | 6% | 14
O=C(Nc1ccc(Cl)cc1)Nc1ccccc1C(=O)NCc1ccco1 | ? | .
CC(=O)c1cccc(N/C=C\C(=O)c2ccc(C)cc2)c1 | ? | .
COc1cc(NS(=O)(=O)c2cccc3nsnc23)cc(OC)c1 | i | .
O=C(NCc1ccccc1)c1cc(-c2ccncc2)nc2ccc(S(=O)(=O)N3CCOCC3)cc12 | -9% | 24
N#C/C(=C\c1cn(-c2ccccc2)nc1-c1ccccc1)S(=O)(=O)c1ccccc1 | -20% | -6
C=CCOc1c(Br)cc(CNCCCN2CCOCC2)cc1OC | ? | .
Cc1ccc(S(=O)(=O)N(C)C)cc1NC(=O)COC(=O)c1c(C)noc1C | ? | .
O=C(c1ccc(CN2CCOCC2)cc1)N1CCN(c2ccccc2)CC1 | 10% | -2
Cc1cc(C)nc(NC(=O)NS(=O)(=O)N2CCCCCC2)n1 | ? | .
COC(=O)c1ccc(C(=O)OC)c(NC(=O)CCc2ccc(C)o2)c1 | 16% | 0
Next part:
SMILES | S3 lipid droplet | S3 lipid droplet cell count max
Cc1cc(NS(=O)(=O)c2ccc(NC(=O)CCN3C(=O)c4ccccc4C3=O)cc2)no1 | i | .
CC(C)C(=O)n1nc(-c2cccnc2)nc1NCc1cccs1 | 4% | 2
COc1cc(CC(=O)Nc2ccc3c(c2)CCC3)cc(OC)c1OC | ? | .
NC(=O)COC(=O)CNC(=O)c1sc2ccccc2c1Cl | ? | .
COc1cc2c(cc1OC)-c1cc(OCCN3CCOCC3)nc(=O)n1CC2 | 17% | 11
CCC1OC2(C)OC(=N)C1(C#N)C(C#N)(C#N)C2c1ccccc1 (stereo not given) | i | -4
CCN(CC)c1nc(N)c2c(N)nc3c(c2c1C#N)CC(c1ccccc1)O3 (stereo not given) | ? | .
CCOC(=O)N1CCN(C(=O)c2ccc3c(c2)sc2nc(-c4ccc(OC)cc4)cn23)CC1 | ? | .
COc1ccc(N2C(N)=C(C#N)C(c3cccnc3)C3=C2CC(C)(C)CC3=O)cc1 (stereo not given) | ? | .
Nc1c(C(=O)NCc2ccccc2)sc2nc(N3CCOCC3)c3c(c12)CCCC3 | 10% | -19
CCN(Cc1ccccc1)C(=O)COC(=O)c1c(C)nsc1NC | ? | .
CCOC(=O)c1nnc(-c2ccccc2)nc1Oc1ccccc1Cl | ? | .
CN(CC(=O)NCc1ccc(F)cc1)S(=O)(=O)c1ccc2c(c1)c(=O)n(C)c(=O)n2C | i | .
O=C(Nc1nncs1)c1cc(-c2ccncc2)nc2ccc(Cl)cc12 | ? | .
CCOc1ccccc1NC(=O)Nc1ccsc1C(=O)OC | i[0.369 µM] | -14

The final three entries of the section before open the next one.
SMILES | S3 lipid droplet | S3 lipid droplet cell count max
CN(CC(=O)NCc1ccc(F)cc1)S(=O)(=O)c1ccc2c(c1)c(=O)n(C)c(=O)n2C | i | .
O=C(Nc1nncs1)c1cc(-c2ccncc2)nc2ccc(Cl)cc12 | ? | .
CCOc1ccccc1NC(=O)Nc1ccsc1C(=O)OC | i[0.369 µM] | -14
CCCc1cc(=O)oc2cc(C)cc(OCC(=O)N3CCC(C(N)=O)CC3)c12 | ? | .
CC1CCN(C(=O)c2[nH]cnc2C(=O)N[C@H](C)c2ccccc2)CC1 | ? | .
CN(CCC1CCOCC1)C(=O)CC1C(=O)NCCN1Cc1c(F)cccc1Cl (stereo not given) | ? | .
COC(=O)/C(=C/c1ccco1)NC(=O)c1ccccc1 | ? | .
O=C(NCCCNC(=O)c1c(F)cccc1F)c1c(F)cccc1F | 8% | 5
COc1ccc(CNC(=O)C2CC(c3ccccc3[N+](=O)[O-])=NO2)cc1 (stereo not given) | -22% | -1
CCOC(=O)CSc1nnc(NC(=O)CN2CCN(C=O)CC2)s1 | 0% | 7
Cc1ccccc1-n1nc(-c2cccnc2)cc1C(=O)N/N=C/c1ccncc1 | ? | .
Cc1ccc(Cn2c(CN3CCOCC3)nc3c2c(=O)[nH]c(=O)n3C)cc1 | 4% | 5
Cc1ccc(C(=O)NCC2CCCN2S(=O)(=O)c2cccs2)cc1C (stereo not given) | ? | .
CCOC(=O)C(=O)Nc1nc(-c2ccccc2)c(CC)s1 | ? | .
Cn1c(=O)c2sccc2n2c(CCCC(=O)NCc3ccc4c(c3)OCO4)nnc12 | 3% | -25
Cc1cccc(-n2c(SCC(=O)O)nc3sc4c(c3c2=O)CCCC4)c1 | 20% | -1
CCS(=O)(=O)N(CC(=O)Nc1cccc2ccccc12)c1ccc(OC)cc1 | ? | .
C=CCNc1nc(Cl)nc(Nc2ccc([N+](=O)[O-])cc2)n1 | ? | .

Some of the entries above, reformatted:
structure: CSc1ccccc1OCc1cc(C(=O)N(C)C(C)c2nc(C)cs2)no1 (stereo not given)
  S3 lipid droplet: ?
  S3 lipid droplet cell count max: .
structure: O=C(O)/C(=C\c1cn(-c2ccccc2)nc1-c1ccc(Cl)cc1)NC(=O)c1ccccc1
  S3 lipid droplet: 5%
  S3 lipid droplet cell count max: 7
structure: CN(CCC1CCOCC1)C(=O)CC1C(=O)NCCN1Cc1c(F)cccc1Cl (stereo not given)
  S3 lipid droplet: ?
  S3 lipid droplet cell count max: .
structure: COc1c(Br)cc(Br)cc1C(=O)O
  S3 lipid droplet: 21µM*
  S3 lipid droplet cell count max: -15*

The list goes on.
SMILES | S3 lipid droplet | S3 lipid droplet cell count max
COc1cc2ccccc2cc1C(=O)NC(=S)Nc1ccc(C(=O)O)cc1 | 18µM* | -29*
COc1ccccc1N(CCC#N)C(=O)CSc1nc(-c2ccccc2)cn1N | 21% | -6
CCOCC(=O)Nc1cc(C(=O)Nc2cc(C)cc(C)c2)ccc1Cl | -5% | 22
CCOc1ccc2oc(C(=O)OCC(=O)NC(=O)NC3CCCC3)c(C)c2c1 | ? | .
COC(=O)c1ccc(COC(=O)c2[nH]c(C)c(C(C)=O)c2C)o1 | ? | .
COc1ccc(N/C(=N\c2nc(C)cc(C)n2)NC(C)=O)cc1OC | ? | .
Cc1ccc(Cl)cc1NC(=O)C1CCN(S(C)(=O)=O)CC1 | 0% | 3
Cc1cc(OCc2ccc(C(=O)NN=C3CCCC3)cc2)ccc1Cl | ? | .
